# POLB inh: inhibitors of human DNA polymerase beta; P06746; Pol beta primer extension/strand displacement, fluorescence kinetic; Potency, µM (doses to about 114 µM), inactives show top-dose activity change, negative = inhibition, hits mostly inhibitors; 340,000 compounds, 1.3% hits; AID 485314; also: potency is read from the fitted curve at half-maximal effect; % is scaled to controls: 0 for no effect and ±100 for the full control effect
#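 Reaction started by 50 nM substrate onto compound-treated Pol beta (10 nM, 15 min preincubation, room temperature); plates read at 0 min and 10 min. Normalized concentration-effect data fitted by four-parameter Hill equation.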
# ERG Ets-DNA blk: inhibitors of human ERG Ets domain-DNA interaction. Potency, µM (highest dose often 76.9 µM), inactives show top-dose FP activity, negative = inhibition, actives largely listed as inhibitors. AID 624246. fluorescence polarization, His-ERG Ets domain / labelled DNA. P11308. 370,000 compounds, 0.028% hits; active = well fitted inhibition curve with a large enough effect in the polarisation, with a control signal flat; inconclusive = small, poorly fitted or top-dose-only effect, or effect the other way, or a change in a side signal; inactive = no such curve, though single readings can be large or run the other way; the % refers to the polarisation;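 also: polarization taken with two DNA probes labelled with fluorescein and Texas red; potency is read from the fitted curve at half-maximal effect; % of control where 0% means no effect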
#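 His-tagged ERG Ets domain (1 uM in the protein solution; 300mM KCl, 50mM Tris-HCl, 1mM EDTA, 1mM DTT, pH 7.5) received compound, then a probe mix of 5 nM fluorescein-DNA and 100nM Texas-615-DNA. Fluorescence polarization was read for both dyes.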
# BLM inh: Bloom syndrome helicase (human) inhibition. 350,000 compounds, 0.2% hits. Potency, µM (series often up to 56.1 µM), inactives show at the top dose activity change, negative = inhibition, usual class: inhibitors. AID 2528. P54132. recombinant BLM DNA unwinding, fluorescence dequenching;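 also: potency is read from the fitted curve at half-maximal effect; plate controls were vehicle for no effect and no enzyme for full effect; nearly all actives have a fitted effect of over 35% in size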
# APEX1 inh: blocks human APE1 abasic DNA cleavage; P27695; recombinant APE1, TAMRA/BHQ-2 abasic DNA cleavage fluorescence; Potency, µM (series often up to 65.8 µM), for inactives: top-dose activity change, negative = inhibition, actives largely listed as inhibitors; 350,000 compounds, 0.35% hits;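 also: potency is read from the fitted curve at half-maximal effect; plate controls were vehicle for no effect and reference inhibitor for full effect; nearly all actives have a fitted effect of over 55% in size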
#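 APE1 at 0.75 nM final was preincubated with compound 15 min at room temperature, then 50 nM double-stranded THF abasic-site substrate (5'-TAMRA/3'-BHQ-2) was added. Fluorescence (ex 525/em 598 nm) was read kinetically; third-minus-first read gave activity.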
# Pol kappa inh: inhibitors of human DNA polymerase kappa | purified Pol kappa, fluorescent DNA synthesis assay, 10 min | Potency, µM (top dose mostly 107 µM), for the others: at the highest dose activity, negative = inhibition, hits mostly inhibitors | 400,000 compounds, 0.53% hits | AID 588579; also: potency is read from the fitted curve at half-maximal effect; % is scaled to controls: 0 for no effect and ±100 for the full control effect
#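 10 nM Pol kappa was preincubated with compounds for 15 min at room temperature. Reaction started with 50 nM (final) substrate. Fluorescence read kinetically at 0 and 10 min.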
# Anesthetic bind: candidate novel general anesthetic via apoferritin binding; P02791; apoferritin/1-aminoanthracene competitive binding, fluorescence; Potency, µM (series often up to 77.5 µM), for inactives: at the top dose activity change, negative = displacement, hits mostly inhibitors; 350,000 compounds, 0.074% hits; AID 485281; also: potency is read from the fitted curve at half-maximal effect; % is scaled to controls: 0 for no effect and ±100 for the full control effect; nearly all actives have a fitted effect of over 20% in size
#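 Apoferritin-based anesthetic binding model; compound displacement of fluorescent 1-AMA measured as endpoint fluorescence after 10 minutes at room temperature, scaled to free-ligand and complex controls.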
# Pol iota inh: inhibitors of human DNA polymerase iota. Pol iota fluorescent replication assay, 10 min. 390,000 compounds, 1% hits. AID 588590. Potency, µM (series often up to 115 µM), for inactives: at the top dose activity, negative = inhibition, actives largely listed as inhibitors; also: potency is read from the fitted curve at half-maximal effect
#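 Fluorescent replication assay read twice, at 0 min and 10 min after adding 50 nM (final) substrate. Enzyme (10 nM) and compounds were first incubated 15 min at room temperature; enzyme-free buffer wells were negative controls.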
# TRHR agonist: activates the human TRH receptor; TRHR cells, calcium flux fluo-8, FDSS agonist mode; activation, % at 2 µM; 360,000 compounds, 0.18% hits; P34981; AID 493084; in the data active = activation above about 30%; also: 0% is about no effect
#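 TRHR-expressing cells loaded with fluo-8 calcium dye; 23 nL library compound pin-transferred, kinetic FDSS fluorescence (Ex 480/Em 530) recorded about 180 s for agonist-induced calcium release, before a 10 nM TRH EC20 addition for potentiator mode.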
# ALOX12 inh: inhibitors of human 12S-lipoxygenase ALOX12; purified 12hLO, xylenol orange hydroperoxide absorbance; Potency, µM (highest dose often 108 µM), for the others: at the top dose activity change, negative = inhibition, actives largely listed as inhibitors; 580,000 compounds, 1.1% hits; AID 1671190; also: potency is read from the fitted curve at half-maximal effect; % is scaled to controls: 0 for no effect and ±100 for the full control effect
#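 Purified human 12hLO (150 nM final) in 25 mM Hepes, 0.01% Triton X-100, pH 7.0 was preincubated 15 min at room temperature with compound. Then 40 uM arachidonic acid was added, 30 min. Hydroperoxide was read by Fe-XO absorbance ratio 573/405 nm.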
# Active calls of the source: *; i = inactive; ? = inconclusive; . = not tested or not shown; & = joins results of further samples; [ ] = another dose, or the depositor's remark. Unless noted, calls follow the shape of the dose curve; as a rule, active = well fitted curve in the direction sought with a large enough effect; inconclusive = small, poorly fitted or top-dose-only effect, or another doubt; inactive = no such curve, though single readings can be large; an effect the other way counts as inactive or inconclusive.
# The first four records as a preview:
SMILES,POLB inh,ERG Ets-DNA blk,BLM inh,APEX1 inh,Pol kappa inh,Anesthetic bind,Pol iota inh,TRHR agonist,ALOX12 inh
CCOc1ccc(-c2ccc(SCC(=O)NC3CCCCC3)nn2)cc1,60%,-11%,-3%,11%,-5%,-3%,22%,-0.1,i
CCN1CCc2c(sc(NC(=O)c3ccc(S(=O)(=O)N4CCCC4)cc3)c2C(=O)NC)C1,4%,-5%,3%,-5%,-15%,-12%,8%,0.5,-12%
CCOc1ccc(CCNC(=O)COC(=O)c2ccc(Br)o2)cc1OCC,.,12%,.,-10%,-3%,.,-3%,-0.4,-14%
COc1cc(OC)c(NS(=O)(=O)c2ccc3c(c2)CCCN3C(C)=O)cc1Cl,1%,1%,-2%,.,-13%[60.1 µM],1%,-7%,0.4,-20%

# The list itself, from the start:
SMILES,POLB inh,ERG Ets-DNA blk,BLM inh,APEX1 inh,Pol kappa inh,Anesthetic bind,Pol iota inh,TRHR agonist,ALOX12 inh
CCOc1ccc(-c2ccc(SCC(=O)NC3CCCCC3)nn2)cc1,60%,-11%,-3%,11%,-5%,-3%,22%,-0.1,i
CCN1CCc2c(sc(NC(=O)c3ccc(S(=O)(=O)N4CCCC4)cc3)c2C(=O)NC)C1,4%,-5%,3%,-5%,-15%,-12%,8%,0.5,-12%
CCOc1ccc(CCNC(=O)COC(=O)c2ccc(Br)o2)cc1OCC,.,12%,.,-10%,-3%,.,-3%,-0.4,-14%
COc1cc(OC)c(NS(=O)(=O)c2ccc3c(c2)CCCN3C(C)=O)cc1Cl,1%,1%,-2%,.,-13%[60.1 µM],1%,-7%,0.4,-20%
COc1ccc(C(=O)Nc2ccccc2N2CCCCC2)cc1[N+](=O)[O-],10%,-7%,-11%,-12%,-9%[60.1 µM],?,-16%,-0.7,-2%
CCOC(=O)c1[nH]c2ccc(OC)cc2c1NC(C)=O,6%,1%,0%,6%,0%,-7%,2%,0.1,6%
COc1cccc(CN2CCNC(=O)C2CC(=O)NCC2CCOCC2)c1 (stereo not drawn),5%,-17%,1%,82%[activator],-1%,-10%,6%,1.0,22%
O=C(CCc1ccc(S(=O)(=O)NCCc2ccccc2)cc1)Nc1ccc2c(c1)OCCO2,0%,-1%,-1%,5%,-3%,-8%,7%,-0.4,-9%
Fc1ccc(-c2oncc2-c2nnnn2-c2ccccc2)cc1F,-3%,8%,3%,-3%,-1%,-4%,25%,-0.6,-23%
COc1ccc(S(=O)(=O)NCCc2nnc3ccc(SCC(=O)Nc4cc(C)on4)nn23)cc1,49%,2%,0%,-4%,-5%,-7%,68%[activator],0.0,-12%
Cc1ccc(-n2c(N)c(Br)c(=O)[nH]c2=O)cc1C,-18%,0%,-1%,-5%,-3%,-7%,57%[activator],0.2,-12%
COC(=O)C(C)NC(=O)C(C)NC(=O)OCc1ccccc1 (stereo not drawn),-16%,-12%,1%,0%,0%,-8%,4%,0.7,0%
COc1ccc(-c2cc(C(=O)Nc3c(C)nn(Cc4ccccc4)c3C)no2)cc1,6%,8%,-12%,-2%,-7%,-16%,-6%[58.9 µM],0.5,24%
O=C(NC1CCCC1)C(c1ccc(Cl)cc1)N(Cc1ccc(F)cc1)C(=O)CCl (stereo not drawn),14%,6%,1%,3%,-5%,-3%,-7%,0.4,.
COc1cccc(NC(=O)Cn2nnc(C(=O)NCCc3ccccc3)c2N)c1,?,-11%&4%,-11%&-3%,1%,-34%&-19%,-4%&23%,32µM*,-0.1&0.5,4%&-11%
COc1ccc(Sc2ncnc3onc(C)c23)cc1,7%,-6%,-8%,-2%,-11%,-8%,-20%,0.6,2%
CC(=O)NC1=NN(C(C)=O)C2(S1)C(=O)N(CC(C)C)c1ccc(C)cc12 (stereo not drawn),8%,-7%,0%,3%,6%,-5%,-2%,0.2,?
CCC(NC(=O)c1cc(COc2cncc(Cl)c2)on1)c1ccncc1 (stereo not drawn),95%,0%,-2%,10%,7%,-6%,14%,1.4,-2%
O=C(NC(=S)Nc1ccc(Cc2ccncc2)cc1)c1ccccc1F,0%,-7%,0%,3%,-13%,?,92%[activator],-0.6,-17%
O=C(CSc1nnc(COc2ccccc2)o1)Nc1cc(C(F)(F)F)ccc1Cl,11%,4%,-6%,.,-14%,-5%,-2%,1.6,-20%
CCn1c(C)nc2cc(C(=O)NNC(=S)Nc3ccc(OC)cc3)ccc21,81%,22%,3%,-4%,-1%,-10%,79%[activator],0.3,-1%
Cc1occc1-c1nnc(SCC(=O)c2ccc(Cl)cc2)n1CC1CCCO1 (stereo not drawn),-10%,-5%,-4%,-1%,-7%,-21%,13%,0.3,3%
O=c1c(CCc2ccccc2)nc2cncnc2n1C1CC1,.,.,3%,16%,-1%[60.1 µM],.,.,.,0%
O=C1OC(c2ccccc2)=N/C1=C\N1CCCCC1,1%,.,-5%,-2%,-2%,-9%,-4%,-1.5,1%[57.4 µM]

# Rewritten tab-delimited: part of the list above
SMILES	POLB inh	ERG Ets-DNA blk	BLM inh	APEX1 inh	Pol kappa inh	Anesthetic bind	Pol iota inh	TRHR agonist	ALOX12 inh
CCC(NC(=O)c1cc(COc2cncc(Cl)c2)on1)c1ccncc1 (stereo not drawn)	95%	0%	-2%	10%	7%	-6%	14%	1.4	-2%
COc1ccc(-c2cc(C(=O)Nc3c(C)nn(Cc4ccccc4)c3C)no2)cc1	6%	8%	-12%	-2%	-7%	-16%	-6%[58.9 µM]	0.5	24%
CC(=O)NC1=NN(C(C)=O)C2(S1)C(=O)N(CC(C)C)c1ccc(C)cc12 (stereo not drawn)	8%	-7%	0%	3%	6%	-5%	-2%	0.2	?
COc1cccc(NC(=O)Cn2nnc(C(=O)NCCc3ccccc3)c2N)c1	?	-11%&4%	-11%&-3%	1%	-34%&-19%	-4%&23%	32µM*	-0.1&0.5	4%&-11%

# (further entries)
SMILES,POLB inh,ERG Ets-DNA blk,BLM inh,APEX1 inh,Pol kappa inh,Anesthetic bind,Pol iota inh,TRHR agonist,ALOX12 inh
CC1CCCN(C(=O)Cn2nnc(-c3cccnc3)n2)C1 (stereo not drawn),-1%,-2%,-4%,7%,0%,-16%,23%,0.3,-2%
CC(=O)c1ccc(NC(=O)Cn2c(=O)nc(-c3ccccc3)c3ccccc32)cc1,-18%,-4%,-9%,.,-9%[60.1 µM],50%[activator],71µM*,0.0,-9%
C/C(CC(=O)Nc1ccc(Cl)cc1C(F)(F)F)=N\NC(=O)c1cccs1,7%,30%[activator],-11%,5%,-4%,-4%,45%[activator],0.2,7%
Oc1ccc(/C=N/N2CCCCC2)c(O)c1O,35µM*,2%,-9%,-39%,?,-1%,?,1.2,2%
O=C(NC(C(=O)c1ccccc1)n1cnccc1=O)c1ccccc1 (stereo not drawn),46%,3%,2%,-3%,-5%,-8%,2%,-0.1,232%[activator]
COCCCn1c(Cc2csc(Nc3cccc(Cl)c3)n2)nnc1SCC(=O)OC1CCCCC1,45µM*,9%,-18%,-8%,?,-14%,-43%,-0.6,23%
COC(=O)c1c(C)[nH]c(C(=O)OCC(=O)c2ccc(C)s2)c1C,.,-1%,.,-10%,2%,.,27%,.,5%
COc1ccc(NC(=S)NCCc2ccccc2)c(OC)c1,-2%,1%,-10%,4%,-6%,-19%,50%[activator],-0.8,-27%
COC(=O)c1ccc2c(=O)[nH]c(COC(=O)c3c(-c4ccccc4Cl)noc3C)nc2c1,.,-12%,.,5%,-10%,.,-3%,-0.4,6%
COc1cccc(CNC(=O)Cn2ncn3c(cc4ccccc43)c2=O)c1,31%,-2%,-11%,.,-1%,-6%,28%,-0.3,-5%
CC(C)C(=O)Nc1ccc2nc(SCC(=O)N3CCOCC3)sc2c1,1%,6%,-1%,.,-9%,0%,42%[activator],0.0,-14%
CCOc1ccc2c(c1)[C@@H]1C=CC[C@@H]1[C@H](c1ccccc1Cl)N2,30%,1%,-9%,.,-2%,2%,47%,-0.5,?
CC1CCC(NC(=O)Cn2cnc3sccc3c2=O)CC1 (stereo not drawn),.,0%,.,36%,11%,.,31%,-0.1,3%
Cc1ccc(-c2noc(C3CCN(S(=O)(=O)c4ccc5c(c4)OCCO5)CC3)n2)o1,-1%,-6%,-6%,-3%,-10%,-13%,3%,0.7,-4%
Cc1noc(C)c1S(=O)(=O)Nc1ccc(O)c2c(=O)cc(-c3ccccc3Cl)oc12,24%,7%,-3%,-2%,11%,-7%,0%,0.1,-3%
CN(CC(=O)Nc1ccccc1Cl)C(=O)COC(=O)c1ccc(=O)n(Cc2ccccc2)n1,.,-20%,.,23%,-2%,.,32%[activator],-0.4,0%
CNC(=S)NCc1ccc(Cl)cc1,.,11%,.,.,-1%,.,?,.,-10%
O=C(COc1ccc(-n2cnnn2)cc1)Nc1ccc(F)c(Cl)c1,.,-1%,.,-1%,-9%,.,3%,.,-21%
CCn1cc(C(=O)NN)c(=O)c2cc(F)c(N3CCCCC3)cc21,-18%,0%,1%,51%,-7%,-2%,-4%,-1.5,32%[activator]
Nc1cccc(/C=C/C(=O)O)c1,29%,-2%,-4%,2%,-10%,-8%,26%,0.3,0%
CCCC(C(=O)NC1CCCC1)N(C(=O)Cn1nnc(-c2ccc(C)o2)n1)c1ccccc1F (stereo not drawn),26%,5%,-3%,20%,-7%,-18%,7%,-0.6,-2%
O=C(CC1(O)C(=O)N(CN2CCOCC2)c2ccccc21)c1ccccc1 (stereo not drawn),9%,-2%,-3%,2%,-21%,-14%,8%,-0.4,0%
Cc1ccc(S(=O)(=O)N(C)CC(=O)NC2CCCC2)cc1,?,-5%,-1%,0%,4%,5%,4%,-0.3,0%[57.4 µM]

# Bioassay records as filed in PubChem BioAssay.

# An excerpt (hit frequency here may not be typical).
